ROCK2 inh – blocks human Rho kinase 2 activity; O75116; purified ROCK2, Kinase-Glo ATP depletion luminescence; inhibition, % at 6 µM; 60,000 tested, 0.35% active; AID 604;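 active = inhibition above the screen-wide mean inhibition plus 3 SD, cut at about 18% in these data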;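 note: plate controls were DMSO wells for no effect and Y-27632 control wells after no-enzyme background subtraction for full effect; many of its hits are not listed in these tables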
Target sequence (O75116 whole entry, looked up): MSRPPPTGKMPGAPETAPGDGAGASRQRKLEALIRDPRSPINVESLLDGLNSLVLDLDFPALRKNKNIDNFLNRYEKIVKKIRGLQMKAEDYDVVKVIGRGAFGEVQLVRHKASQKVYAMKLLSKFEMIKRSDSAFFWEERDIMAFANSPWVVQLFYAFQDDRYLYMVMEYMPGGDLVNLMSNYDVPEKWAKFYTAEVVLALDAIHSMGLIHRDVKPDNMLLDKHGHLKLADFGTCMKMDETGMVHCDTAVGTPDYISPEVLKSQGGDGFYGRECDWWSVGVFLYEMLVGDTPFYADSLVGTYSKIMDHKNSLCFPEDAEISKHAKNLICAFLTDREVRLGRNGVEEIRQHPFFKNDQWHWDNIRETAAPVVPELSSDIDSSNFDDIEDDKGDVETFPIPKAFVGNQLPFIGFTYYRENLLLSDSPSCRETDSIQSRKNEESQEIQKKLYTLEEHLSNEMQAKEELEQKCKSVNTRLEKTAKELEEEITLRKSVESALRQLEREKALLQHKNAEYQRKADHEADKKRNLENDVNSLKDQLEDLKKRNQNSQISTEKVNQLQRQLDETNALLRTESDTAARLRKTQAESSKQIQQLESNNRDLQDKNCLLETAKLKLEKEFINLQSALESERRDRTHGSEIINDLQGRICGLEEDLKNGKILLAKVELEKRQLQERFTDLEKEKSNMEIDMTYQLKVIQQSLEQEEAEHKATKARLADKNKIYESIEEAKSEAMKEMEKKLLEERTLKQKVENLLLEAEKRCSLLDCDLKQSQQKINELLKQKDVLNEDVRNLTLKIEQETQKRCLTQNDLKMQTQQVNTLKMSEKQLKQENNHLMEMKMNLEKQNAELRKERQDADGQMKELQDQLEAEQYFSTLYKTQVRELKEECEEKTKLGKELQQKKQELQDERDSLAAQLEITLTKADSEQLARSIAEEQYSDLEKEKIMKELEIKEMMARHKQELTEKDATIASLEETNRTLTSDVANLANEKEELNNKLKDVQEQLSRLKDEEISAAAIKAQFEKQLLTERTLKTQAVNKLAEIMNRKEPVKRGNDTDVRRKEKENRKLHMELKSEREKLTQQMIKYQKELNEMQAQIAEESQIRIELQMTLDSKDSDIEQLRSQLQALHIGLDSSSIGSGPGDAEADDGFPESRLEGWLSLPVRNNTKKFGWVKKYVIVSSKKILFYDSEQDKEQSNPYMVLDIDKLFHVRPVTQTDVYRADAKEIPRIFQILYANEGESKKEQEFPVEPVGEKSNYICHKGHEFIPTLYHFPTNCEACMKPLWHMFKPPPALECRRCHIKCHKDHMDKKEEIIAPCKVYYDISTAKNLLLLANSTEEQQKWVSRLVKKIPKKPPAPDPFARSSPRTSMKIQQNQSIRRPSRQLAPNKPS
JNK3 inh – JNK3 (human) kinase inhibition | inhibition, % at 8 µM | AID 746 | purified JNK3 kinase activity, HTS | 60,000 tested, 0.61% active; in the data active = inhibition above about 17%;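 note: 0% = DMSO and 100% = reference inhibitor; many of its hits are not listed in these tables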
PKA inh – blocks human protein kinase A activity; P17612; inhibition, % at 6 µM; PKA Kemptide phosphorylation, Kinase-Glo ATP luminescence; AID 524; 65,000 tested, 0.1% active;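 active = inhibition above the screen-wide mean inhibition plus 3 SD, cut at about 21% in these data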; note: many of its hits are not listed in these tables
* marks the source's active call; other numbers are inactive results.

SMILES | ROCK2 inh | JNK3 inh | PKA inh
CN(C)c1ccc(NC(=O)CN2C(=O)CC(c3ccccc3)=Nc3ccccc32)cc1 | 5 | 3 | 5
CCc1ccc(-c2nc(CSCC(=O)NCCCN3CCCC3=O)c(C)o2)cc1 | -1 | 3 | -2
CCOC(=O)N1CCN(S(=O)(=O)c2ccc3c(c2)oc(=O)n3C)CC1 | 2 | -2 | 6
CCCCn1c(CCNC(=O)c2cccs2)nc2ccccc21 | -2 | -5 | -6
O=C(c1ccc(S(=O)(=O)N2CCOCC2)cc1)N1CCN(c2ccc(F)cc2)CC1 | 4 | 2 | 4
COc1ccc(-c2nnc(SC(=O)N3c4ccccc4Sc4ccccc43)o2)cc1 | 1 | -6 | -4
CC1c2[nH]c3ccccc3c2CCN1C(=O)Nc1ccccc1 (stereo not drawn) | 18 | -1 | 3
Cc1nnc(SCc2ccon2)n1-c1ccccc1 | 2 | -3 | 5
CCSc1nnc(NC(=O)CSc2nc3c(c(=O)n2-c2ccccc2OC)SCC3)s1 | -6 | -5 | -6
N#Cc1c(N)nc(SCc2ccccc2)c(C#N)c1-c1ccco1 | 6 | 12 | 10
Cc1cc(C)nc(SCNC(=O)c2ccccc2)n1 | 7 | -4 | 4
COc1ccc(-c2csc(N(CC3CCCO3)C(=O)c3cccs3)n2)cc1 (stereo not drawn) | 4 | -2 | 4
N#CC1=C(SCC(=O)NCc2ccccc2)NC(=O)CC1c1ccco1 (stereo not drawn) | 3 | -7 | 2
O=S(=O)(NCc1ccccn1)c1cccc2nsnc12 | 2 | 3 | 4
Cc1nnc(Sc2nc3c(c(=O)n(C)c(=O)n3C)n2Cc2ccccc2Cl)s1 | -2 | -1 | 8

14 entries from above, comma-delimited:
Molecule,ROCK2 inh,JNK3 inh,PKA inh
CCc1ccc(-c2nc(CSCC(=O)NCCCN3CCCC3=O)c(C)o2)cc1,-1,3,-2
CCOC(=O)N1CCN(S(=O)(=O)c2ccc3c(c2)oc(=O)n3C)CC1,2,-2,6
CCCCn1c(CCNC(=O)c2cccs2)nc2ccccc21,-2,-5,-6
O=C(c1ccc(S(=O)(=O)N2CCOCC2)cc1)N1CCN(c2ccc(F)cc2)CC1,4,2,4
COc1ccc(-c2nnc(SC(=O)N3c4ccccc4Sc4ccccc43)o2)cc1,1,-6,-4
CC1c2[nH]c3ccccc3c2CCN1C(=O)Nc1ccccc1 (stereo not drawn),18,-1,3
Cc1nnc(SCc2ccon2)n1-c1ccccc1,2,-3,5
CCSc1nnc(NC(=O)CSc2nc3c(c(=O)n2-c2ccccc2OC)SCC3)s1,-6,-5,-6
N#Cc1c(N)nc(SCc2ccccc2)c(C#N)c1-c1ccco1,6,12,10
Cc1cc(C)nc(SCNC(=O)c2ccccc2)n1,7,-4,4
COc1ccc(-c2csc(N(CC3CCCO3)C(=O)c3cccs3)n2)cc1 (stereo not drawn),4,-2,4
N#CC1=C(SCC(=O)NCc2ccccc2)NC(=O)CC1c1ccco1 (stereo not drawn),3,-7,2
O=S(=O)(NCc1ccccn1)c1cccc2nsnc12,2,3,4
Cc1nnc(Sc2nc3c(c(=O)n(C)c(=O)n3C)n2Cc2ccccc2Cl)s1,-2,-1,8

Whole records as entered above.
Results for `Cc1cc(C)nc(SCNC(=O)c2ccccc2)n1` → ROCK2 inh: 7; JNK3 inh: -4; PKA inh: 4
Results for `COc1ccc(-c2csc(N(CC3CCCO3)C(=O)c3cccs3)n2)cc1` (stereo not drawn) → ROCK2 inh: 4; JNK3 inh: -2; PKA inh: 4

More results follow.
SMILES | ROCK2 inh | JNK3 inh | PKA inh
C=CCn1c(SCC(=O)c2cccs2)nc2sc(C)cc2c1=O | 1 | -1 | 1
C=CCSC1=C(C#N)C(c2cccc(OC)c2)CC(=O)N1 (stereo not drawn) | 12 | 1 | 4
CCOCCOc1nc2c(c(=O)n(C)c(=O)n2C)n1CCc1ccccc1 | -2 | 6 | -1
COc1cc(C(=O)NCc2cn3ccsc3n2)cc(OC)c1OC | 2 | 24* | 2
Cc1ccc(-n2nnc3c(=O)n(Cc4cc(C)ccc4C)cnc32)cc1 | 6 | 3 | 8
CCC(=O)N(Cc1cc2cc(OC)ccc2[nH]c1=O)c1ccccc1C | -1 | -3 | -3
COc1ccc(-c2nc(C#N)c(NCCc3ccccc3)o2)cc1 | 7 | 4 | 9
COc1ccc(Cc2nnc(NC(=O)Cc3cccs3)s2)cc1OC | 1 | 7 | 0
Cc1ccc(-c2nnc(N3CCN(C(=O)CN4CCOCC4)CC3)c3ccccc23)cc1 | 1 | -4 | -9
CCC(=O)N(Cc1cc(=O)[nH]c2ccccc12)C1CCCCC1 | 0 | -3 | 5
O=c1cc(Nc2ccc3c(c2)OCCO3)[nH]c(=O)n1C1CCCCC1 | 6 | -1 | 15
O=c1[nH]c2ccccc2n1CCCSc1cnc2ccccc2n1 | 7 | 4 | 4
Cn1c(CCNC(=O)c2ccccc2)nc2ccccc21 | 6 | 4 | 4
CC(=O)NC(CCS(C)(=O)=O)C(=O)Nc1nc(C)cs1 (stereo not drawn) | 10 | 4 | 9

High-throughput results from PubChem.

These rows are one share of the data; rates above refer to the full screens.
